Screens as filed in PubChem BioAssay.
Jurkat NFkB inh – inhibitors of induced NF-kB luciferase reporter, primary screen, TCR NF-kB activation inhibitor project, cell-based, luminescence, uHTS | Jurkat, PMA/ionomycin-induced NF-kB luciferase reporter | AID 435003, 2010 | hit rate 0.53% among 330,000 | inhibition, % at 4 µM
Gli-Sufu antag – Gli-Sufu pathway antagonists, primary screen, luciferase luminescence, Sufu-KO-LIGHT cells, uHTS | inhibition, % at 5 µM | hit rate 0.74% among 340,000 | Sufu-KO-LIGHT fibroblasts, Gli luciferase reporter luminescence | AID 588413, 2011;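 active = inhibition above about 55%, limit read from the data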;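 also: 0% = DMSO-treated cells and 100% = wells with medium but no cells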
HKDC1 inhibitor – HKDC1 hexokinase inhibitors, primary screen, biochemical, fluorescence, uHTS; Q2TB90; recombinant HKDC1, G6PDH/diaphorase resazurin coupled fluorescence; inhibition, % at 20 µM; hit rate 0.16% among 340,000; AID 493160, 2011;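 active = inhibition above about 35% when tested at 20 µM, limit read from the data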;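 also: plate controls were DMSO wells with enzyme for no effect and DMSO wells lacking enzyme for full effect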
Target sequence (Q2TB90 whole entry, looked up): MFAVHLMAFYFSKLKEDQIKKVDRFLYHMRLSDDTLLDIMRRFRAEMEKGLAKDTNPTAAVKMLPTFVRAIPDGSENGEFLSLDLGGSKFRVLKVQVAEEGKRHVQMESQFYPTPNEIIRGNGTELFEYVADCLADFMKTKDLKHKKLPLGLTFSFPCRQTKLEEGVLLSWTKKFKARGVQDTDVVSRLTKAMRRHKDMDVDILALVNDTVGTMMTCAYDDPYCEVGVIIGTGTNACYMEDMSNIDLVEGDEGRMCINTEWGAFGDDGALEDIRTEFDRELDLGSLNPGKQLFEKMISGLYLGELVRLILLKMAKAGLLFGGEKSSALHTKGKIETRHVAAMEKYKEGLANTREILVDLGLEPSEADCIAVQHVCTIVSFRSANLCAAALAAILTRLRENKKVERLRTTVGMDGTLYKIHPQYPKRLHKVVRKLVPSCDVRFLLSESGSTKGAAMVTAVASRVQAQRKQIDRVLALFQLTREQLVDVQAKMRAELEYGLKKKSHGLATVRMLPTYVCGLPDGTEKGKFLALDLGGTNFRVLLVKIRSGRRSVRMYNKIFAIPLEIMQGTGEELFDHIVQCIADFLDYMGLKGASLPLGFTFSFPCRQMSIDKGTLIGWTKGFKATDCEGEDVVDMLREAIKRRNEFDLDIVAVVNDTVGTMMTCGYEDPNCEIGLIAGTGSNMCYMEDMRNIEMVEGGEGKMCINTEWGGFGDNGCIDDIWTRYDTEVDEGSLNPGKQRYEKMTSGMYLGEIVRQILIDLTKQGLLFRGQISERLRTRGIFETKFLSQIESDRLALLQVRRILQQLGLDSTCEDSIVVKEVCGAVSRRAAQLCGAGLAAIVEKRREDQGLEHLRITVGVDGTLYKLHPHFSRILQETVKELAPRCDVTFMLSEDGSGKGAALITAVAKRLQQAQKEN
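Assay system – recombinant HKDC1 (HK5) hexokinase enzyme, produced in-house · Input – HKDC1 at 5 µg/mL · Reagent – glucose plus 1 mM ATP as hexokinase substrates · Timing – 90 min reaction incubation at room temperature, dark · Measured by – G6PDH/diaphorase-coupled fluorescence, 1 mM NADP, 100 µM resazurin, 525/613 nm · Benchmarks – DMSO-enzyme wells negative, buffer-substituted wells positive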
UBC13 polyUb – UBC13 polyubiquitin chain formation inhibitors, primary screen, biochemical, TR-FRET, uHTS; Ubiquitin-conjugating enzyme E2 N (Homo sapiens), P61088; inhibition, % at 20 µM; hit rate 0.47% among 330,000; AID 485273, 2010; in the data active = inhibition above about 45%, passing the limit was not always enough
Target sequence (P61088 whole entry, looked up): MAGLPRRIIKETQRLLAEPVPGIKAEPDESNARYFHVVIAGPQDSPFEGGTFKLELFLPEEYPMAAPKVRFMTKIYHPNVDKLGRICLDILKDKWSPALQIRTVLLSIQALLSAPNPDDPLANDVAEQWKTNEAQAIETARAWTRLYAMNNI
697 NFkB inh – inhibitors of PMA/ionomycin-induced NF-kB reporter, 697 cells, primary screen, B-cell NF-kB inhibitor project, cell-based, luminescence, uHTS | 697 B-cell NF-kB luciferase reporter, 16 h | hit rate 0.33% among 330,000 | inhibition, % at 4 µM; in the data active = inhibition above about 35%
SENP8 block – SENP8 protease inhibitors, primary screen, biochemical, luminescence | Sentrin-specific protease 8 (Homo sapiens), Q96LD8 | purified SENP8, Z-RLRGG-aminoluciferin cleavage | inhibition, % at 10 µM | hit rate 1.2% among 330,000
Apaf1 inhib – inhibitors of human Apaf-1 apoptosome, primary screen, biochemical, DEVD-Rh110 fluorescence, uHTS; Apoptotic protease-activating factor 1 (Homo sapiens), O14727; reconstituted apoptosome caspase-3 activity; inhibition, % at 20 µM; hit rate 0.71% among 330,000; AID 489030, 2010; active = inhibition of at least 40% at 20 µM;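 also: plate controls were DMSO wells for no effect and DEVD-CHO caspase inhibitor wells for full effect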
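Assay system: Apoptosome proteins | Medium: pH 7.5 Hepes buffer with CHAPS, BSA, DTT | Also added: Cytochrome c and DEVD-Rh110 substrate | Times: 30 min plus 50 min, RT | Detection: Rhodamine 110 fluorescence at Ex 480/Em 540 nm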
SENP7 block – SENP7 protease inhibitors, primary screen, biochemical, luminescence, uHTS | recombinant SENP7, Z-RLRGG-aminoluciferin luminescence, 40 min | inhibition, % at 5 µM | hit rate 1.5% among 330,000 | AID 434973, 2010;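 active = inhibition above about 50% at the single test dose, limit read from the data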;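 also: plate controls were DMSO with enzyme for no effect and no enzyme buffer wells for full effect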
* hit, by the source's call; · = not tested or not shown. Rule as the data show it, unless noted: active = inhibition above about 50%; inactive = the rest. Hits appear at their usual frequency; any-hit rate near 3.6%.

Letter code: A = Jurkat NFkB inh; B = Gli-Sufu antag; C = HKDC1 inhibitor; D = UBC13 polyUb; E = 697 NFkB inh; F = SENP8 block; G = Apaf1 inhib; H = SENP7 block
1) Cc1cc2c(ncn2Cc2ccccc2)c(NS(C)(=O)=O)c1C
  A = 4	B = 7	C = 4	D = -6	E = -37	F = -8	G = 5	H = -5

2) CCOC(=O)CCCNC(=O)CCNC(=O)c1ccc(OCCC(C)C)cc1
  A = -21	B = 10	C = 2	D = 1	E = 3	F = -1	G = 10	H = 6

3) Cn1nccc1C(=O)Nc1cccc(S(=O)(=O)N2CCOCC2)c1
  A = 6	B = 9	C = -5	D = 0	E = -10	F = -8	G = -6	H = 4

4) c1ccc2cc(Cn3ccnc3)ccc2c1
  A = 1	B = 3	C = -6	D = 1	E = -5	F = -12	G = -12	H = 10

5) Cc1c(NC(=O)c2ccc(Cl)nc2)cccc1-c1nc2cccnc2s1
  A = 8	B = 0	C = -5	D = 14	E = -13	F = 1	G = -15	H = 0

6) Cc1cc(C)cc(N=c2c([N+](=O)[O-])nn(-c3ccc(Cl)cc3)n2O)c1
  A = 12	B = 10	C = -6	D = -12	E = -15	F = -4	G = -12	H = -4

7) NC(=O)CC12CC3CC(C1)CC(CC(N)=O)(C3)C2
  A = -7	B = 3	C = -5	D = 1	E = 3	F = -2	G = -9	H = 2

8) COCCN(CC(=O)NCC1CCCO1)C(=O)CCC(=O)Nc1cc(C)on1 (configuration not stated)
  A = -6	B = -8	C = -5	D = 6	E = 20	F = 2	G = 0	H = 0

9) COc1cccc(NC(=O)CN(C)C(=O)/C=C/c2ccc3ccccc3n2)c1
  A = 2	B = 4	C = 0	D = -12	E = 11	F = -13	G = 17	H = -16

10) CC(=O)OCC1(C)CN(c2ccccc2)N(C(C)=O)C1=O (configuration not stated)
  A = 3	B = 2	C = -2	D = -8	E = 4	F = 4	G = 11	H = 2

11) Cc1cc(NS(=O)(=O)c2ccc(NC(=S)NC(=O)c3cccc(S(=O)(=O)N(C)C)c3)cc2)no1
  A = 14	B = 1	C = 3	D = -3	E = 5	F = -2	G = -12	H = 6

12) CN1CCN(C2=C(NS(=O)(=O)c3ccccc3)C(=O)c3ccccc3C2=O)CC1
  A = 30	B = 2	C = 14	D = -82	E = 23	F = 30	G = 79*	H = 35

13) Cc1cc(C)n(C(=O)CSc2nc3ccccc3o2)n1
  A = 6	B = 9	C = -9	D = 12	E = 7	F = -3	G = -7	H = -4

14) COc1cc(/C(C)=N/NC(=O)CN2CCN(S(=O)(=O)c3ccc(C)cc3)CC2)ccc1O
  A = 8	B = 1	C = -4	D = -1	E = 21	F = -7	G = -15	H = -2

15) COc1ccccc1-n1nc(C)cc1N
  A = -1	B = 3	C = -3	D = 4	E = 21	F = 4	G = -2	H = -6

Single records (already shown). Order of values: Jurkat NFkB inh	Gli-Sufu antag	HKDC1 inhibitor	UBC13 polyUb	697 NFkB inh	SENP8 block	Apaf1 inhib	SENP7 block
Cc1c(NC(=O)c2ccc(Cl)nc2)cccc1-c1nc2cccnc2s1 across the screens: 8	0	-5	14	-13	1	-15	0
Cc1cc(C)cc(N=c2c([N+](=O)[O-])nn(-c3ccc(Cl)cc3)n2O)c1 across the screens: 12	10	-6	-12	-15	-4	-12	-4

Additional compounds.
Letter code: A = Jurkat NFkB inh; B = Gli-Sufu antag; C = HKDC1 inhibitor; D = UBC13 polyUb; E = 697 NFkB inh; F = SENP8 block; G = Apaf1 inhib; H = SENP7 block
16) Cc1nc2cc(NC(=O)CS(=O)(=O)c3ccc(F)cc3)ccc2s1
  A = 7	B = -14	C = 0	D = -6	E = -39	F = 2	G = 6	H = -1

17) Cc1cc(C)c2cc(C(=O)N3CCN(c4ncccc4C(F)(F)F)CC3)[nH]c2c1
  A = 12	B = 22	C = 5	D = 2	E = 0	F = -9	G = 26	H = -9

18) O=C(Nc1ccccc1)c1ccc(S(=O)(=O)N2CCCCC2)cc1
  A = -26	B = -14	C = 3	D = -4	E = -8	F = -12	G = 4	H = 5

19) O=C1NC(c2cccs2)Nc2sc3c(c21)CCCC3 (configuration not stated)
  A = -40	B = -28	C = 12	D = -11	E = -59	F = 5	G = 10	H = 10

20) COc1cccc(CC(=O)Nc2nc(-c3cccnc3)cs2)c1
  A = 5	B = -6	C = -4	D = 4	E = 4	F = 2	G = 2	H = -4

21) O=C1OC(c2ccccc2)=C/C1=C\N1CCOCC1
  A = -16	B = 1	C = 5	D = 0	E = 8	F = 1	G = 9	H = -6

22) Cc1ccccc1S(=O)(=O)c1c(C)cc(C)n(CC(C)C)c1=O
  A = 1	B = 12	C = 71*	D = -2	E = 9	F = -7	G = 19	H = -13

23) COc1ccc(-n2ncc3c2CC(C)(C)CC3NC(=O)c2c(C)cc(=O)oc2C)cc1 (configuration not stated)
  A = -6	B = 32	C = -5	D = -5	E = -36	F = -6	G = 11	H = -11

24) Cc1ccccc1C1CCCN(Cc2nc(CC3CC3)no2)C1 (configuration not stated)
  A = 5	B = -3	C = -5	D = 2	E = -6	F = 4	G = -2	H = 6

25) O=C(Nc1ccccc1C(F)(F)F)c1cc(S(=O)(=O)N2CCOCC2)ccc1F
  A = 6	B = -12	C = 0	D = -7	E = 0	F = -5	G = -8	H = 6

26) CCCc1cc(=O)oc2c3c(cc(OCC(=O)NCCCn4ccnc4)c12)OC(C)(C)CC3
  A = -22	B = 3	C = 4	D = 21	E = -29	F = -3	G = 13	H = -6

27) O=C(NCc1ccccc1Cl)C1CCCN1S(=O)(=O)c1ccc(F)cc1 (configuration not stated)
  A = -115	B = ·	C = -8	D = 6	E = -143	F = -7	G = 2	H = -7

28) CCOc1ccccc1NC(=O)C1CCCN(S(C)(=O)=O)C1 (configuration not stated)
  A = -6	B = -5	C = 0	D = 2	E = 11	F = 14	G = -4	H = 0

29) CNC(=S)N/N=C/c1cn(CCOc2ccccc2OC)c2ccccc12
  A = -13	B = 21	C = -10	D = 13	E = 35*	F = -1	G = 8	H = 3

30) C=CCNC(=S)N/N=C/c1cn(-c2ccccc2)nc1-c1ccc(OC)cc1
  A = -10	B = 10	C = -9	D = -9	E = -16	F = 5	G = 7	H = 5

Letter code: A = Jurkat NFkB inh; B = Gli-Sufu antag; C = HKDC1 inhibitor; D = UBC13 polyUb; E = 697 NFkB inh; F = SENP8 block; G = Apaf1 inhib; H = SENP7 block
31) COc1ccc(CCCc2nnc(SCC(=O)Nc3cc(C)c(C)cc3Br)o2)cc1
  A = -9	B = 2	C = -6	D = -5	E = -18	F = -2	G = 25	H = -10

32) COc1ccc(CCNC(=S)N2CCC(Cc3ccccc3)CC2)cc1OC
  A = 6	B = 1	C = -12	D = 3	E = -33	F = -5	G = 16	H = -7

33) Cc1ccc(CNC(=O)CCC2CCCN(Cc3c(C)nn(C(C)C)c3C)C2)o1 (configuration not stated)
  A = 3	B = 15	C = -4	D = 6	E = -4	F = -1	G = -4	H = 3

34) COc1ccc(-c2nc(CNS(=O)(=O)c3cc(OC)ccc3OC)cs2)cc1
  A = 3	B = -1	C = -2	D = 3	E = -11	F = 7	G = 3	H = -7

35) Cc1sc2nc(CSCC(=O)Nc3ccc(OC(F)F)cc3)[nH]c(=O)c2c1C
  A = -1	B = -7	C = 1	D = 6	E = 15	F = 0	G = 1	H = 3

36) O=C(CSc1nnc(-c2cccnc2)o1)N1CCCCC1
  A = -14	B = 30	C = -8	D = 1	E = 6	F = -4	G = -10	H = 1

37) CCCN1CCN(C(=O)CS(=O)(=O)Cc2nc(-c3cccc(OC)c3)oc2C)CC1
  A = 5	B = 28	C = -4	D = 1	E = -9	F = 9	G = 5	H = 4

38) O=c1c2ccccc2n(CC(O)CN2CCOCC2)c2ccccc12 (configuration not stated)
  A = -16	B = 5	C = -5	D = -5	E = -23	F = 4	G = 11	H = -5

39) Cc1cc(C(F)F)n2ncc(C(=O)NCCc3ccc(Cl)cc3)c2n1
  A = 2	B = 7	C = 39*	D = 10	E = 5	F = 4	G = 19	H = 3

40) Clc1ccc2c(c1)c1cc(Cl)ccc1n2CN1CCOCC1
  A = -15	B = -7	C = 4	D = 12	E = 3	F = -7	G = 24	H = 5

41) CCC(=O)NC1(C(F)(F)F)C(=O)Nc2c1c(=O)n(C)c(=O)n2C (configuration not stated)
  A = -12	B = 5	C = -7	D = 4	E = 15	F = 2	G = 5	H = 3

42) Cc1ccc(N(C(=O)CS(=O)CC(=O)Nc2ccc(F)cc2)C(C(=O)NC2CCCCC2)c2ccco2)cc1 (configuration not stated)
  A = 1	B = 5	C = -15	D = -10	E = -48	F = -4	G = 25	H = -5

43) CCc1cc(N2CCOCC2)cc2c1[nH]c1ccccc12
  A = 3	B = 10	C = 6	D = 3	E = 10	F = 7	G = -4	H = 14

44) Cc1cc(-c2nn(-c3ccccc3F)cc2CNCCc2cnccn2)c(C)s1
  A = -1	B = 27	C = -4	D = 8	E = -27	F = 2	G = 4	H = 11

45) COC(=O)c1cc(COC(=O)CNC(=O)c2cccc(C)c2)oc1C
  A = -9	B = -13	C = -4	D = -6	E = 1	F = -14	G = 2	H = -10

Given with tabs: part of the list above
nr	SMILES	Jurkat NFkB inh	Gli-Sufu antag	HKDC1 inhibitor	UBC13 polyUb	697 NFkB inh	SENP8 block	Apaf1 inhib	SENP7 block
19	O=C1NC(c2cccs2)Nc2sc3c(c21)CCCC3 (configuration not stated)	-40	-28	12	-11	-59	5	10	10
20	COc1cccc(CC(=O)Nc2nc(-c3cccnc3)cs2)c1	5	-6	-4	4	4	2	2	-4

Additional compounds
Letter code: A = Jurkat NFkB inh; B = Gli-Sufu antag; C = HKDC1 inhibitor; D = UBC13 polyUb; E = 697 NFkB inh; F = SENP8 block; G = Apaf1 inhib; H = SENP7 block
46) Cc1ccc(C)c(NC(=S)NNc2ccc(F)cc2F)c1
  A = 1	B = 17	C = -1	D = -5	E = 11	F = 2	G = 8	H = 0

47) O=C(Nc1ccccc1)/C(=C/c1ccc2c(c1)OCO2)NC(=O)c1ccco1
  A = -11	B = 6	C = -7	D = -11	E = -18	F = -1	G = -8	H = 3

48) COc1ccccc1NC(=O)Cc1nnc(SCC(=O)NC2CCCC2)n1C
  A = -7	B = -6	C = -7	D = 2	E = 4	F = 2	G = 9	H = -3

49) Cc1ccc(NC(=O)CN2C(=O)NC3(CCCCC3C)C2=O)cc1S(=O)(=O)N1CCCCC1 (configuration not stated)
  A = 7	B = 3	C = 6	D = -4	E = -13	F = -18	G = 11	H = 9

50) CC1CCCC(C)N1CCCNC(=O)C(=O)Nc1ccc2nc3n(c(=O)c2c1)CCCCC3 (configuration not stated)
  A = -19	B = 3	C = -2	D = -6	E = 1	F = -17	G = -1	H = 10

51) COc1ccc(/C=N/NC(=S)Nc2cc(C(F)(F)F)ccc2Cl)cc1
  A = 20	B = -10	C = -1	D = 5	E = 16	F = -3	G = -3	H = 9

52) N#CCC(=O)N/N=C/c1cn(Cc2ccc(Cl)c(Cl)c2)c2ccccc12
  A = 8	B = 5	C = -2	D = -12	E = 19	F = -3	G = 13	H = -11

53) O=C(NCCN1CCOCC1)c1cc(Sc2cccc(Cl)c2)nc2ccccc12
  A = 2	B = 38	C = 1	D = 11	E = 12	F = -8	G = 11	H = -10
